HCV inh: HCV inhibition; Potency, µM (doses to about 41.8 µM), inactives show at the top dose activity change, negative = inhibition, actives largely listed as inhibitors; hit rate 3.4% among 340,000; Huh7.5.1 HCVcc-Cre infection, luciferase reporter, 44 h; further: potency means the concentration at half of the fitted maximal effect
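After 44 h co-culture of compound, cells and HCVcc-Cre (~0.5 moi), substrate is added for 15 min at room temperature and luciferase measured over 15 sec. Cells were seeded at 1,000/well and pre-cultured 4 h.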
Giardia FBPA inh: Giardia lamblia aldolase inhibition; AID 2451; hit rate 0.71% among 290,000; Potency, µM (doses to about 59.6 µM), for the others: top-dose activity, negative = inhibition, hits mostly inhibitors; purified Giardia FBPA; further: potency means the concentration at half of the fitted maximal effect; nearly all actives have a fitted effect of over 55% in size
Target sequence (A8B2U2 whole entry, looked up): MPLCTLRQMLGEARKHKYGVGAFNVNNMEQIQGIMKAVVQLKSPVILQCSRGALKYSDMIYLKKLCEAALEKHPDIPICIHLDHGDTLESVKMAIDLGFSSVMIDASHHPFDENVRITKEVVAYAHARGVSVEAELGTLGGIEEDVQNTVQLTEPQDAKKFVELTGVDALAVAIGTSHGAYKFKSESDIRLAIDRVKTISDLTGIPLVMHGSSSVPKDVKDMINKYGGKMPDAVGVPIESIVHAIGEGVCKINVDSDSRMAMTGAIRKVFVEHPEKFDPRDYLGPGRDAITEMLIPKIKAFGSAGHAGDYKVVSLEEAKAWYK
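40 nM FBPA preincubated 10 min at RT with compound (up to 57.5 uM final), then substrate plus GAPDH/TPI/NAD/arsenate coupling and diaphorase/resazurin added. Fluorescence read after 20 min at RT, 525/598 nm.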
AmpC no deterg: AmpC beta-lactamase inhibition without detergent; AmpC nitrocefin hydrolysis, absorbance 480 nm, 0.0001% Triton; Potency, µM (highest dose often 57.1 µM), without a hit: at the highest dose activity change, negative = inhibition, usual class: inhibitors; hit rate 0.52% among 330,000; AID 485341;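 further: potency means the concentration at half of the fitted maximal effect; plate controls were no compound for no effect and no enzyme for full effect; nearly all actives have a fitted effect of over 20% in size; some results filed as inactive show a strong effect at the top dose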
Target sequence (P00811 whole entry, looked up): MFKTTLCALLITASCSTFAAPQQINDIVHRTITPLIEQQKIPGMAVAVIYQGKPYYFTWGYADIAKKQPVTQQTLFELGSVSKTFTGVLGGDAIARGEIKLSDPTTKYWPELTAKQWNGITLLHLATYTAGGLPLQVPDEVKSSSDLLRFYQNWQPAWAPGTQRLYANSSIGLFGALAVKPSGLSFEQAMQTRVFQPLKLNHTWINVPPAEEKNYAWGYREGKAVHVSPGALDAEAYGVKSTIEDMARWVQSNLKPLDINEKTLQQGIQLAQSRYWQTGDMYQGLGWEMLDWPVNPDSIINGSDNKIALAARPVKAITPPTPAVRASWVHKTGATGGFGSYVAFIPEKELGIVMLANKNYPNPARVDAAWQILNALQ
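20 mM phosphate pH 7.0 + 0.01% (detergent screen) or 0.0001% Triton X-100; 5.3 nM AmpC reagent; cpd preinc 15 min RT; nitrocefin (800 uM stock) to start; A480 q20 s × 4 min; Activity was normalised to no-enzyme and no-compound control wells.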
HCMV inh: inhibitors of human cytomegalovirus. hit rate 4.5% among 410,000. HFF cells, HCMV-luciferase reporter, 72 h; stronger effect = lower value. activity change, negative = inhibition, % at 57.5 µM. AID 1259415; in the data active means activity change below about -60%; inconclusive means no clear call, values can overlap the other calls; inactive means above about -39%
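Inhibition of viral replication was scored as loss of reporter luminescence in HFFs infected with HCMV-luciferase (MOI 1 PFU/cell) for 72 h; compounds tested at 2 doses, normalized to buffer and Salinomycin controls.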
Sm TGR inh: inhibitors of Schistosoma mansoni thioredoxin glutathione reductase; purified TGR, DTNB reduction, TNB absorbance 405 nm; hit rate 3% among 360,000; Q962Y6; Potency, µM (series often up to 114 µM), for inactives: at the highest dose activity change, negative = inhibition, usual class: inhibitors; further: potency means the concentration at half of the fitted maximal effect; nearly all actives have a fitted effect of over 60% in size
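TGR 20 nM + NADPH 100 uM (dispensed conc.), cpd preinc 15 min RT; start with NADPH (500 uM addition) then DTNB (15 mM addition). Kinetic TNB absorbance, 405 nm filter. Four-parameter Hill fit across titration.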
AmpC inh detg: blocks E. coli AmpC beta-lactamase in detergent assay; Potency, µM (series often up to 114 µM), without a hit: top-dose activity change, negative = inhibition, most hits filed as inhibitors; AmpC hydrolysis of nitrocefin, absorbance 480 nm, 0.01% Triton; AID 485294; hit rate 0.041% among 370,000;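 further: potency means the concentration at half of the fitted maximal effect; 0% = no-compound wells and -100% = no-enzyme wells; nearly all actives have a fitted effect of over 25% in size; some results filed as inactive show a strong effect at the top dose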
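AmpC (5.3 nM in the dispensed reagent) in 20 mM phosphate pH 7.0 with 0.01% (detergent screen) or 0.0001% Triton X-100 was preincubated with compounds for 15 min at room temperature. Nitrocefin was then added from an 800 uM solution, and hydrolysis was followed at 480 nm.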
Active calls of the source: *; ? = inconclusive; . = no result given; & = joins results of further samples; [ ] = another dose, or the depositor's remark. Unless noted, the call rests on the fitted dose curve; in most records, active means well fitted curve in the direction sought with a large enough effect; inconclusive means small, poorly fitted or top-dose-only effect, or another doubt; inactive means no such curve, though single readings can be large; an effect the other way counts as inactive or inconclusive. Unless noted, on the % scale 0 is the no-effect control and ±100 the full control effect.

Assay codes: A = HCV inh; B = Giardia FBPA inh; C = AmpC no deterg; D = HCMV inh; E = Sm TGR inh; F = AmpC inh detg
> COc1ccccc1C(=O)NC(=O)COC(=O)/C(=C/c1ccccc1)NC(C)=O
  A: -13%	B: .	C: 12%	D: -28	E: ?	F: -2%
> COc1ccccc1OCCNC(=O)C(CCSC)NC(=O)COc1ccccc1 (configuration not stated)
  A: -1%	B: .	C: 25%	D: 4	E: 0%	F: -3%
> O=C(OCCCc1ccncc1)c1ccc(S(=O)(=O)N2CCOCC2)cc1
  A: 13%	B: 4%	C: 21%	D: -34	E: 0%	F: -14%
> C/C(CC(=O)NCc1ccco1)=N\NC(=O)c1ccc([N+](=O)[O-])cc1Cl
  A: 6%	B: 6%	C: -27%	D: 3	E: -3%	F: 0%
> O=C(CSc1nnc2c(n1)[nH]c1ccccc12)Nc1ccc(N2CCOCC2)cc1
  A: ?	B: -25%	C: 38%	D: -5	E: -17%	F: -1%
> O=C(CN1CCN(CCC(=O)Nc2ccccc2F)CC1)Nc1ccc(Cl)cc1
  A: -18%	B: -4%[12.9 µM]	C: 135%[activator]	D: 0	E: 0%	F: -4%
> N#Cc1ccccc1CSc1nnc(-c2ccccc2)o1
  A: .	B: .	C: .	D: 101	E: 8%	F: -3%
> CC1(C)CC(=O)C2=C(C1)Nc1[nH]n(-c3ccccc3)c(=O)c1C2c1ccc2c(c1)OCO2 (configuration not stated)
  A: -6%	B: -8%	C: -8%	D: 20	E: 0%	F: -15%
> O=c1c2ccccc2ncn1-c1ccc(Cl)c(Cl)c1
  A: -23%	B: 4%	C: -15%	D: 12	E: 0%	F: 1%
> Cc1ccc2nc(-c3ccc(NC(=O)Cc4cccs4)cc3)[nH]c2c1
  A: 11µM*	B: 4%	C: -40%	D: 25	E: -14%	F: ?
> O=C(Nc1cccnc1)Nc1ccccc1Cl
  A: ?	B: 1%	C: -19%	D: -22	E: -2%	F: 3%
> O=C(O)c1ccc(S(=O)(=O)N2CCC(Cc3ccccc3)CC2)cc1
  A: 17%	B: 29%	C: -22%	D: -10	E: 5%	F: 4%
> CCc1cc(C)cc(OCCNC(=O)c2cncc(Br)c2)c1
  A: 10µM*	B: -5%	C: 0%	D: 32	E: 10%	F: ?
> Cc1cccc(NC(=O)CN2C(=O)S/C(=C\c3ccc(-c4cccc(C(=O)O)c4C)o3)C2=O)c1
  A: 10%	B: -1%	C: 0%	D: 13	E: -6%	F: -6%
> COC(=O)c1ccc(OCC2c3cc(OC)c(OC)cc3CCN2C(=O)Cc2ccccc2)cc1 (configuration not stated)
  A: .	B: .	C: .	D: 2	E: 1%	F: -3%
> CCOC(=O)C1CCCN(C(=O)CNS(=O)(=O)c2ccc(Br)s2)C1 (configuration not stated)
  A: -1%	B: 3%	C: -4%	D: 14	E: -6%	F: -11%
> Cc1cc(C)nc(SCC(=O)OC(C)C(=O)Nc2ccccc2)n1 (configuration not stated)
  A: 13%	B: .	C: 0%	D: 28	E: -23%	F: 7%
> O=C(CNC(=O)c1ccc2c(c1)OCCO2)N/N=C/c1cccc(Br)c1
  A: -28%	B: -11%	C: -21%	D: 28	E: 3%	F: 4%
> CCOC(=O)/C(C#N)=C/c1ccc(N2CCN(C)CC2)cc1
  A: -9%	B: 8%	C: -11%	D: -26	E: -13%	F: -9%
> CC(C)(C)N1CC23C=CC(C[C@@H]2C1=O)O3 (some centres not stated)
  A: -1%	B: .	C: -5%	D: 65	E: -1%	F: ?
> Cc1nn(CC(C)C)c(Cl)c1C(=O)NC1CCCCC1
  A: ?	B: .	C: 11%	D: -35	E: -9%	F: 0%
> O=C(CSc1ccc([N+](=O)[O-])cc1)Nc1cccc(S(=O)(=O)N2CCOCC2)c1
  A: -14%	B: .	C: -46%	D: -8	E: .	F: .
> CN(C1CCCCC1)S(=O)(=O)c1ccc(Cl)c(C(=O)O)c1
  A: 19%	B: 28%	C: -14%	D: -3	E: 6%	F: -6%
> CCNS(=O)(=O)c1ccc(CCC(=O)NCc2ccncc2)cc1
  A: 17%	B: 7%	C: -13%	D: 64	E: -17%	F: -2%
> CCc1c(C)sc2c1CCN(C(=O)Nc1ccccc1C(F)(F)F)C2c1ccccc1 (configuration not stated)
  A: .	B: .	C: .	D: -21	E: 9%	F: 2%
> COc1cc(NC(=O)CCCSc2nc(-c3ccco3)cc(C(F)(F)F)n2)cc(OC)c1OC
  A: ?	B: -3%	C: 188%[activator]	D: -11&-8	E: -3%&1%	F: ?
> CCn1c(COc2ccc3c(c2)OCO3)nnc1SCC(=O)O
  A: 10%	B: 0%	C: -18%	D: -2	E: -11%	F: -5%
> N=C1C(c2ccccc2)=C(O)CN1c1ccccc1N1CCOCC1
  A: 4%	B: 0%	C: -20%	D: -10	E: 0%	F: -15%
> C=C1C(=O)O[C@@H]2[C@H]1[C@@H](OC(=O)/C(C)=C/C)C/C(C)=C\C(=O)/C=C(\C)[C@@H]2O
  A: 11µM*	B: -4%	C: 27%	D: -98*	E: 5.6µM*	F: -2%
> COc1cc(-c2nnn(CC(=O)NC3CCS(=O)(=O)C3)n2)ccc1OCc1ccccc1 (configuration not stated)
  A: -19%	B: 5%	C: 96%[activator]	D: 46	E: ?	F: -9%
> C[C@@H]1CN(C2CCN(Cc3nc(CC4CC4)no3)CC2)C[C@H](C)O1
  A: ?	B: 0%	C: -44%	D: 25	E: 1%	F: -6%
> Cc1ccc(S(=O)(=O)NC2CC(C)(C)N(O)C(C)(C)C2)cc1
  A: -8%	B: .	C: -22%	D: 8	E: -20%	F: 0%
> COC(=O)c1sccc1NC(=O)c1cccs1
  A: -4%	B: 3%	C: -8%	D: 36	E: 7%	F: 6%
> O=C(NCc1ccccn1)c1cc(-c2ccc(Cl)cc2)oc1C(F)(F)F
  A: ?	B: -6%	C: 87%[activator]	D: -1	E: -6%	F: 2%
> C=C(C)CSc1nc2sc3c(c2c(=O)n1Cc1ccccc1)CC(C)(CC)OC3 (configuration not stated)
  A: .	B: .	C: .	D: -1	E: -13%	F: 6%
> COc1ccc(N2CCN(C(C)C(=O)N3CC(C)OC(C)C3)CC2)cc1 (configuration not stated)
  A: 3%	B: ?	C: -10%	D: -9	E: 0%	F: ?
> COc1cccc(N(C(=O)c2cccs2)c2nc3ccccc3s2)c1
  A: ?	B: -9%	C: -2%	D: -101*	E: 13%	F: 9%
> CC1CCN(S(=O)(=O)c2ccc([N+](=O)[O-])cc2)CC1
  A: 1%	B: -1%	C: -15%	D: -6	E: -28%	F: -9%
> COC(=O)Nc1ccc(S(=O)(=O)N2CCCC(C(=O)NC3CCCCC3)C2)cc1 (configuration not stated)
  A: ?	B: 6%	C: -16%	D: 0	E: -2%	F: 4%
> Cc1ccc2c(CC(=O)NC3CCCc4ccccc43)coc2c1 (configuration not stated)
  A: ?	B: 3%	C: -31%	D: ?	E: -1%	F: -2%
> CCN(CC(=O)NCc1ccc(Cl)cc1)C(=O)/C=C/c1ccc(Cl)c([N+](=O)[O-])c1
  A: .	B: .	C: -43%	D: 14	E: -8%	F: -2%
> O=C(CCc1nc(-c2ccccc2Cl)no1)NCCc1ccccc1
  A: -10%	B: 1%	C: -4%	D: 17	E: 2%	F: -3%
> COC(=O)c1cc(Cl)c(N)cc1OC
  A: -26%	B: 0%	C: -16%	D: 20	E: 4%	F: ?
> CC1CCCCC1NC(=O)CN1C(=O)CSc2cc(S(=O)(=O)N3CCCCCC3)ccc21 (configuration not stated)
  A: ?	B: 6%	C: -23%	D: -22	E: 0%	F: -8%
> CC(C)c1nc2cc(C(=O)N(C)C3CCOCC3)ccc2o1
  A: -5%	B: .	C: -9%	D: 55	E: -19%	F: 2%
> COc1ccc(-n2c(SC(C)C(=O)Nc3ccc(NC(C)=O)cc3)nc3ccccc3c2=O)cc1OC (configuration not stated)
  A: -10%	B: -8%	C: 163%[activator]	D: 25	E: -4%	F: ?
> CC1CCN(C(=O)CN2C(=O)NC3(CCCCCC3)C2=O)CC1
  A: 2%	B: .	C: -10%	D: -4	E: 0%	F: 7%
> Cc1sc2cc(-c3cccc([N+](=O)[O-])c3)c(-c3cccc([N+](=O)[O-])c3)c[n+]2c1C
  A: -7%	B: 0%	C: -7%	D: -20	E: 2%	F: -13%
> CC(C)CC(=O)NCC(c1ccc2c(c1)OCO2)N1CCN(c2ccccc2F)CC1 (configuration not stated)
  A: .	B: .	C: .	D: 19	E: 3%	F: 7%
> CCOC(=O)c1ccccc1NC(=O)c1cccc2c1C(=O)N(C1CCN(C(=O)OCC)CC1)C2
  A: ?	B: 0%	C: 3%	D: 0	E: 0%	F: ?

Single records, from the list above. Order of values: HCV inh, Giardia FBPA inh, AmpC no deterg, HCMV inh, Sm TGR inh, AmpC inh detg
Record of `N=C1C(c2ccccc2)=C(O)CN1c1ccccc1N1CCOCC1` = 4%, 0%, -20%, -10, 0%, -15%
Record of `CCOC(=O)c1ccccc1NC(=O)c1cccc2c1C(=O)N(C1CCN(C(=O)OCC)CC1)C2` = ?, 0%, 3%, 0, 0%, ?
Record of `COC(=O)c1sccc1NC(=O)c1cccs1` = -4%, 3%, -8%, 36, 7%, 6%
Record of `O=C(Nc1cccnc1)Nc1ccccc1Cl` = ?, 1%, -19%, -22, -2%, 3%

The list goes on:
Assay codes: A = HCV inh; B = Giardia FBPA inh; C = AmpC no deterg; D = HCMV inh; E = Sm TGR inh; F = AmpC inh detg
> Cc1ccc(S(=O)(=O)N(C)C)cc1NC(=S)NC(C)CCCC(C)C (configuration not stated)
  A: ?	B: -3%	C: -22%	D: -73*	E: -2%	F: -8%
> Cc1cc(C)n(-c2nc3c(c(=O)[nH]c(=O)n3C)n2CC(O)COc2ccccc2)n1 (configuration not stated)
  A: -13%	B: -5%	C: -9%	D: 7	E: 8%	F: -14%
> O=C(c1cc(-c2ccccc2)nn1-c1ccccc1)N1CCN(S(=O)(=O)c2c(F)cccc2F)CC1
  A: 13µM*	B: .	C: -13%	D: -20	E: 6%	F: ?
> COc1ccc2c(c1OC)C(=O)O[C@H]2[C@@H]1c2cc3c(cc2CCN1C)OCO3
  A: 4%	B: .	C: -12%	D: ?	E: -9%	F: ?
> COCC(CN1CCN(C2=NS(=O)(=O)c3ccccc32)CC1)OC(=O)c1ccccc1 (configuration not stated)
  A: 6%	B: -11%	C: 35%	D: 21	E: 5%	F: 0%

Reprinted at random: 2 compounds from above, in no set order.
Assay codes: A = HCV inh; B = Giardia FBPA inh; C = AmpC no deterg; D = HCMV inh; E = Sm TGR inh; F = AmpC inh detg
> O=C(c1cc(-c2ccccc2)nn1-c1ccccc1)N1CCN(S(=O)(=O)c2c(F)cccc2F)CC1
  A: 13µM*	B: .	C: -13%	D: -20	E: 6%	F: ?
> COCC(CN1CCN(C2=NS(=O)(=O)c3ccccc32)CC1)OC(=O)c1ccccc1 (configuration not stated)
  A: 6%	B: -11%	C: 35%	D: 21	E: 5%	F: 0%

High-throughput results (PubChem BioAssay)
